CHRM1 agonist: human M1 muscarinic receptor agonism. activation, % at 3 µM. 360,000 tested, 0.33% active. P11229. AID 588814. CHO-K1 hM1, Fluo-8 calcium fluorescence, agonist mode; 0% DMSO, 100% acetylcholine EC100;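 active = activation above the run's mean compound activation plus 3 SD, cut at about 16% in these data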;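 note: peak over basal fluorescence ratio within a 140 s kinetic read after compound addition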
Target sequence (P11229 whole entry, looked up): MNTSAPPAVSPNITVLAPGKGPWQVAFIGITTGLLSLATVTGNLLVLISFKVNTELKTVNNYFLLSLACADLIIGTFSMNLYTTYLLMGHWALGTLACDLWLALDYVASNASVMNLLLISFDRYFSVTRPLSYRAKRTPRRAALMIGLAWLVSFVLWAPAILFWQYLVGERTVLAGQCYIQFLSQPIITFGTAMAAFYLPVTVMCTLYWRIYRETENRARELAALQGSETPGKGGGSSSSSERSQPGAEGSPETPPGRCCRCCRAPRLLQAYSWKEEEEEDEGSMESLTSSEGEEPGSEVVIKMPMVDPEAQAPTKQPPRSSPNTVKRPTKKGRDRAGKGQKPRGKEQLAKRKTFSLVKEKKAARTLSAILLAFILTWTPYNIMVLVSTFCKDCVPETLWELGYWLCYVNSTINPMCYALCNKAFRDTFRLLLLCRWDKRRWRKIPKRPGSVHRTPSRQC
M1 antag: blocks human M1 muscarinic receptor; 360,000 tested, 1.3% active; P11229; CHO-K1 hM1, Fluo-8 calcium fluorescence, ACh EC80 antagonist; inhibition, % at 3 µM; AID 588852;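 active = percent inhibition above its own plate's cutoff, namely the mean of that plate's compound wells plus 3 SD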;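 note: peak over basal fluorescence ratio during 140 s after agonist addition; 0% = ACh EC80 plus DMSO and 100% = DMSO alone without agonist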
CHRM4 antagonist: CHRM4 antagonism in calcium assay. P08173. CHO-hM4 cells, ACh EC80, Fluo-8 calcium fluorescence. inhibition, % at 3 µM. 360,000 tested, 0.73% active. AID 624125;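 active = inhibition above its plate's cutoff, the mean inhibition of sample wells plus 3 SD, cut at about 27% in these data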;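 note: 0% = acetylcholine EC80 with DMSO and 100% = DMSO without agonist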
Target sequence (P08173 whole entry, looked up): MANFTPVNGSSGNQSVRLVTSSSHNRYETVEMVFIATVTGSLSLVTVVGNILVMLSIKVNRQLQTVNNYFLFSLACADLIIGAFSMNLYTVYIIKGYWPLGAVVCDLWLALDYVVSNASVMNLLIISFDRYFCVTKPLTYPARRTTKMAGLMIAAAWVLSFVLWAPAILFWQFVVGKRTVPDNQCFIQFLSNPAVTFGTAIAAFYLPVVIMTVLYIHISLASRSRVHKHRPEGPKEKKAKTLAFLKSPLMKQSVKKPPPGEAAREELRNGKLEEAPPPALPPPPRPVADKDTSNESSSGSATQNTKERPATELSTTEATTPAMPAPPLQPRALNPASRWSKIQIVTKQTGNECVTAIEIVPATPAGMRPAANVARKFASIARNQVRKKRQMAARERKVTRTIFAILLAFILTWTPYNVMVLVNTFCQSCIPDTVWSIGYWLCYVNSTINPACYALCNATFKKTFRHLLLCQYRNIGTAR
M1 PAM: potentiates human M1 receptor response to acetylcholine. 360,000 tested, 0.088% active. activation, % at 3 µM. P11229. CHO-K1 hM1, Fluo-8 calcium fluorescence, ACh EC20; 0% = ACh EC20, 100% = maximal ACh; in the data active = activation above about 19%, passing the limit was not always enough
M5 PAM: CHRM5 positive allosteric modulation | P08912 | CHO-K1 hM5, Fluo-8 calcium, ACh EC20 PAM; 0% = ACh EC20, 100% = ACh EC100 | activation, % at 3 µM | 360,000 tested, 0.3% active;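 active = activation above the run cutoff, the mean activation of all test compounds plus 3 SD, cut at about 18% in these data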
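System: CHO-K1 cell line with stable human muscarinic M5 receptor expression | Also added: EC20 acetylcholine as agonist stimulus | Compound: One concentration, 3 µM final (nominal) | Timing: Fluo-8 loading 80 min at 37 °C plus 30 min room temperature | Measured by: Fluo-8 calcium dye fluorescence, kinetic read | Read-out basis: % activation, ACh-normalized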
M5 antag: antagonists of human muscarinic M5 receptor (CHRM5); P08912; CHO-hM5 cells, Fluo-8 calcium fluorescence, ACh EC80; inhibition, % at 3 µM; 360,000 tested, 0.59% active;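 active = inhibition above a per-plate cutoff, the mean of that plate's test compounds plus 3 SD, cut at about 27% in these data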;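 note: 0% = acetylcholine EC80 with DMSO and 100% = DMSO without agonist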
CHRM5 agonist: agonists of human muscarinic M5 receptor (CHRM5). AID 624037. activation, % at 3 µM. P08912. CHO-K1 hM5 cells, Fluo-8 calcium fluorescence; 0% DMSO wells, 100% maximal acetylcholine response. 360,000 tested, 0.19% active;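 active = activation above the run's mean over test compounds plus 3 SD, cut at about 23% in these data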;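 note: signal is peak over basal fluorescence ratio across the kinetic read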
CHRM4 agonist: agonists of human muscarinic M4 receptor (CHRM4); P08173; CHO-K1 hM4/Gqi5, Fluo-8 calcium fluorescence; vehicle 0%, full acetylcholine response 100%; activation, % at 3 µM; 360,000 tested, 0.14% active;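 active = activation above the run mean over all test wells plus 3 SD, cut at about 32% in these data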;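 note: peak over basal fluorescence ratio per well then scaled between controls; 0% = DMSO wells and 100% = acetylcholine at EC100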
TAAR1 ag: agonists of human TAAR1; Q96RJ0; CHO RD-HGA16 TAAR1, Fluo-8 calcium fluorescence; vehicle wells 0%, saturating PEA agonist 100%; activation, % at 3 µM; 360,000 tested, 0.99% active;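 active = activation above the mean activation of all test compounds in the run plus 3 SD, cut at about 38% in these data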
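Assay system – CHO-derived RD-HGA16 cells with stable Gα16 and human TAAR1 · Compound dosing – one-point dosing at 3 µM (nominal) · Incubation – 17-24 h seeding, 75 min 37 °C dye, 30 min RT · Measured by – kinetic Fluo-8 calcium fluorescence · Control set – DMSO vehicle as 0%, PEA at EC100 as 100% · Repeats – single well for each compound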
An asterisk follows results filed as active.

`FC(F)(F)c1nnc2c(Sc3ccc(Cl)cc3)nc3ccccc3n12` gave CHRM1 agonist -3, M1 antag 9, CHRM4 antagonist -10, M1 PAM -2, M5 PAM -3, M5 antag 1, CHRM5 agonist 0, CHRM4 agonist 0 and TAAR1 ag 3.
For O=C(O)c1cc(-c2cccs2)[nH]n1 the results were CHRM1 agonist -6, M1 antag -8, CHRM4 antagonist -4, M1 PAM 10, M5 PAM 3, M5 antag -4, CHRM5 agonist -2, CHRM4 agonist 2 and TAAR1 ag -1.
O=C(c1ccc(F)cc1)N1CCN(S(=O)(=O)c2ccc(Br)cc2)CC1 was read as CHRM1 agonist -1, M1 antag -13, CHRM4 antagonist 1, M1 PAM 5, M5 PAM -3, M5 antag 7, CHRM5 agonist -5, CHRM4 agonist 5 and TAAR1 ag 3.
COc1ccc(CN(C)C(=O)CC(c2ccccc2)c2ccccc2)cc1 was read as CHRM1 agonist -9, M1 antag -2, CHRM4 antagonist -12, M1 PAM -2, M5 PAM -1, M5 antag 7, CHRM5 agonist -3, CHRM4 agonist 6 and TAAR1 ag 2.
`COc1cc(/C=C/C(=O)OCC(=O)Nc2cc(C)on2)ccc1OCC#N` gave CHRM1 agonist -2, M1 antag -2, CHRM4 antagonist -11, M1 PAM 4, M5 PAM 10, M5 antag -16, CHRM5 agonist 1, CHRM4 agonist 1 and TAAR1 ag 2.
CCn1c(COc2ccc(=O)n(-c3ccccc3)n2)nnc1SC was read as CHRM1 agonist -3, M1 antag 16, CHRM4 antagonist 7, M1 PAM -8, M5 PAM -6, M5 antag 6, CHRM5 agonist -1, CHRM4 agonist 0 and TAAR1 ag 2.
Screening O=C(CSc1nnc(-c2cccnc2)s1)Nc1ccccc1 returned CHRM1 agonist 0, M1 antag -5, CHRM4 antagonist 11, M1 PAM 13, M5 PAM 0, M5 antag 7, CHRM5 agonist -1, CHRM4 agonist 1 and TAAR1 ag 0.
CSCCC(NS(=O)(=O)c1ccccc1F)C(=O)NCc1cccnc1 (stereo unspecified) was read as CHRM1 agonist -2, M1 antag 2, CHRM4 antagonist 9, M1 PAM -1, M5 PAM 2, M5 antag 6, CHRM5 agonist 2, CHRM4 agonist 1 and TAAR1 ag 6.
For O=C(c1cccc(S(=O)(=O)N2CCCC2)c1)N1CCN(c2ncccn2)CC1 the results were CHRM1 agonist -2, M1 antag -13, CHRM4 antagonist -2, M1 PAM 9, M5 PAM -4, M5 antag 6, CHRM5 agonist -1, CHRM4 agonist 1 and TAAR1 ag 3.
Screening CCOc1ccc(N(CC(=O)N/N=C/c2ccc(OC(C)C)cc2)S(C)(=O)=O)cc1 returned CHRM1 agonist -3, M1 antag -1, CHRM4 antagonist -1, M1 PAM 5, M5 PAM 6, M5 antag -7, CHRM5 agonist -5, CHRM4 agonist 0 and TAAR1 ag 4.
COc1ccc(N2C(=O)C3C4C=CC(C4)C3C2=O)c(OC)c1 (stereo unspecified) was read as CHRM1 agonist -3, M1 antag 5, CHRM4 antagonist -3, M1 PAM 0, M5 PAM 3, M5 antag -9, CHRM5 agonist -1, CHRM4 agonist 1 and TAAR1 ag 5.
For CCC1=[N+](CC(=O)c2ccc(Br)cc2)CCn2c(C)ccc21 the results were CHRM1 agonist -7, M1 antag 15, CHRM4 antagonist 8, M1 PAM -8, M5 PAM -17, M5 antag 20, CHRM5 agonist -5, CHRM4 agonist 9 and TAAR1 ag 0.
Screening O=C(O)CN1CCN(Cc2ccc(F)cc2)C1=O returned CHRM1 agonist -4, M1 antag -14, CHRM4 antagonist 1, M1 PAM 11, M5 PAM 0, M5 antag 2, CHRM5 agonist 1, CHRM4 agonist 2 and TAAR1 ag 1.
`O=C(CSc1nccc(=O)[nH]1)NC1CCCC1` gave CHRM1 agonist -1, M1 antag -2, CHRM4 antagonist 10, M1 PAM 7, M5 PAM 7, M5 antag -1, CHRM5 agonist -1, CHRM4 agonist 1 and TAAR1 ag 4.
O=C(c1cccnc1)N1CCN(Cc2ccc3c(c2)OCO3)CC1 was read as CHRM1 agonist -2, M1 antag -19, CHRM4 antagonist 0, M1 PAM 5, M5 PAM 3, M5 antag 9, CHRM5 agonist -2, CHRM4 agonist 1 and TAAR1 ag 16.
CCc1ccc(NC(=O)C2=CC=CN3CCS(=O)(=O)N=C23)cc1 was read as CHRM1 agonist -4, M1 antag 23, CHRM4 antagonist 14, M1 PAM -8, M5 PAM 4, M5 antag 5, CHRM5 agonist 1, CHRM4 agonist 2 and TAAR1 ag -2.
`COc1ccccc1C(=O)COC(=O)Cc1n[nH]c(=O)c2ccccc12` gave CHRM1 agonist 2, M1 antag 0, CHRM4 antagonist -7, M1 PAM 3, M5 PAM -1, M5 antag 6, CHRM5 agonist 4, CHRM4 agonist 3 and TAAR1 ag 3.
For Cc1cccc(N2CCN(c3ccc(C(N)=O)cc3[N+](=O)[O-])CC2)c1C the results were CHRM1 agonist -10, M1 antag -2, CHRM4 antagonist -8, M1 PAM 12, M5 PAM -7, M5 antag -5, CHRM5 agonist -3, CHRM4 agonist 2 and TAAR1 ag 18.
For COc1ccccc1CNC(=O)c1ccc(Cl)c(NC2=NC3CS(=O)(=O)CC3S2)c1 (stereo unspecified) the results were CHRM1 agonist -4, M1 antag -4, CHRM4 antagonist 9, M1 PAM 2, M5 PAM -1, M5 antag -3, CHRM5 agonist 2, CHRM4 agonist 0 and TAAR1 ag 1.
`CCC(Sc1nc2ncccc2[nH]1)C(=O)N1CCOCC1` (stereo unspecified) gave CHRM1 agonist -2, M1 antag -17, CHRM4 antagonist -11, M1 PAM 16, M5 PAM 1, M5 antag -3, CHRM5 agonist 1, CHRM4 agonist 0 and TAAR1 ag -1.
Screening Cc1cc(C)c(OC2(c3ccccc3)OC(=O)c3ccccc32)c(C)c1 (stereo unspecified) returned CHRM1 agonist -7, M1 antag -8, CHRM4 antagonist -8, M1 PAM -7, M5 PAM -10, M5 antag -7, CHRM5 agonist -7, CHRM4 agonist -1 and TAAR1 ag 5.
Screening Cc1c(CC(=O)N2CCC(O)CC2)c(=O)oc2cc3c(cc12)CCC1(CCCCC1)O3 returned CHRM1 agonist -3, M1 antag -15, CHRM4 antagonist -6, M1 PAM 15, M5 PAM 0, M5 antag -8, CHRM5 agonist 4, CHRM4 agonist 6 and TAAR1 ag 3.
Screening CCn1c(=O)c(C(=O)CN2CCN(S(=O)(=O)c3ccc(C)cc3C)CC2)c(N)n(Cc2ccccc2)c1=O returned CHRM1 agonist -9, M1 antag 0, CHRM4 antagonist 7, M1 PAM -1, M5 PAM -6, M5 antag -1, CHRM5 agonist -6, CHRM4 agonist -1 and TAAR1 ag 2.
`Cc1cc(C(F)(F)F)nc(NCc2ccc(F)cc2)n1` gave CHRM1 agonist -4, M1 antag 20, CHRM4 antagonist 8, M1 PAM -7, M5 PAM -7, M5 antag -1, CHRM5 agonist -1, CHRM4 agonist 0 and TAAR1 ag 19.
COC(=O)c1oc2ccc(Br)cc2c1NC(=O)CCCN1C(=O)c2ccccc2C1=O was read as CHRM1 agonist -6, M1 antag 14, CHRM4 antagonist 98*, M1 PAM -11, M5 PAM -23, M5 antag 29*, CHRM5 agonist -4, CHRM4 agonist 1 and TAAR1 ag 4.
`COc1cccc(/C=N/NC(=O)c2ccoc2C)c1` gave CHRM1 agonist -2, M1 antag -9, CHRM4 antagonist 0, M1 PAM 4, M5 PAM 5, M5 antag -4, CHRM5 agonist 1, CHRM4 agonist 1 and TAAR1 ag 3.
Screening O=C(c1ccc2c(c1)OCO2)N(c1ccc(Br)cc1)C1C=CS(=O)(=O)C1 (stereo unspecified) returned CHRM1 agonist -1, M1 antag -15, CHRM4 antagonist -4, M1 PAM 9, M5 PAM 0, M5 antag 5, CHRM5 agonist -3, CHRM4 agonist 1 and TAAR1 ag 2.
COc1ccc(C(=O)Oc2cccc3cccnc23)cc1[N+](=O)[O-] was read as CHRM1 agonist -5, M1 antag 0, CHRM4 antagonist -4, M1 PAM 3, M5 PAM 5, M5 antag -9, CHRM5 agonist -1, CHRM4 agonist 1 and TAAR1 ag 2.
For CCCCN(C(=O)Nc1ccc(Cl)cc1)C1CCN(C(C)=O)CC1 the results were CHRM1 agonist -7, M1 antag 1, CHRM4 antagonist 15, M1 PAM 1, M5 PAM 1, M5 antag 8, CHRM5 agonist 0, CHRM4 agonist 1 and TAAR1 ag -1.
Screening Cc1c(C(=O)O)oc2c1C(O)CCC2 (stereo unspecified) returned CHRM1 agonist -5, M1 antag 0, CHRM4 antagonist 9, M1 PAM 6, M5 PAM 6, M5 antag -4, CHRM5 agonist 1, CHRM4 agonist 1 and TAAR1 ag 9.
Screening Cc1nc(Nc2nc3ccccc3o2)nc(C)c1C(=O)Nc1ccc(F)cc1 returned CHRM1 agonist 0, M1 antag -13, CHRM4 antagonist 3, M1 PAM 11, M5 PAM 0, M5 antag 4, CHRM5 agonist 1, CHRM4 agonist 1 and TAAR1 ag 0.
`O=C(CSc1cccc[n+]1[O-])C12CC3CC(CC(C3)C1)C2` gave CHRM1 agonist -5, M1 antag 27, CHRM4 antagonist 4, M1 PAM -7, M5 PAM -4, M5 antag 11, CHRM5 agonist 3, CHRM4 agonist 2 and TAAR1 ag 4.

5 structures already listed, ordered by count of non-hydrogen atoms, lowest first:
Screening Cc1c(C(=O)O)oc2c1C(O)CCC2 (stereo unspecified) returned CHRM1 agonist -5, M1 antag 0, CHRM4 antagonist 9, M1 PAM 6, M5 PAM 6, M5 antag -4, CHRM5 agonist 1, CHRM4 agonist 1 and TAAR1 ag 9.
For CCCCN(C(=O)Nc1ccc(Cl)cc1)C1CCN(C(C)=O)CC1 the results were CHRM1 agonist -7, M1 antag 1, CHRM4 antagonist 15, M1 PAM 1, M5 PAM 1, M5 antag 8, CHRM5 agonist 0, CHRM4 agonist 1 and TAAR1 ag -1.
Screening O=C(c1ccc2c(c1)OCO2)N(c1ccc(Br)cc1)C1C=CS(=O)(=O)C1 (stereo unspecified) returned CHRM1 agonist -1, M1 antag -15, CHRM4 antagonist -4, M1 PAM 9, M5 PAM 0, M5 antag 5, CHRM5 agonist -3, CHRM4 agonist 1 and TAAR1 ag 2.
Screening Cc1nc(Nc2nc3ccccc3o2)nc(C)c1C(=O)Nc1ccc(F)cc1 returned CHRM1 agonist 0, M1 antag -13, CHRM4 antagonist 3, M1 PAM 11, M5 PAM 0, M5 antag 4, CHRM5 agonist 1, CHRM4 agonist 1 and TAAR1 ag 0.
Screening CCn1c(=O)c(C(=O)CN2CCN(S(=O)(=O)c3ccc(C)cc3C)CC2)c(N)n(Cc2ccccc2)c1=O returned CHRM1 agonist -9, M1 antag 0, CHRM4 antagonist 7, M1 PAM -1, M5 PAM -6, M5 antag -1, CHRM5 agonist -6, CHRM4 agonist -1 and TAAR1 ag 2.

Compound activity from PubChem.

Only part of the results is shown; the hit share may differ from the screen's.
